DNA FID counter = displaces DNA intercalator in HCV helicase counter-screen; DNA fluorescent intercalator displacement, fluorescence; inhibition, % at 7.9 µM; 290,000 tested, 0.17% active; AID 1845; in the data active means inhibition above about 37%;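 further: 0% = vehicle and 100% = reference compound; higher means more ethidium bromide displaced from hairpin DNA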
IMP-1 inh = blocks Pseudomonas aeruginosa IMP-1 metallo-beta-lactamase | purified IMP-1, nitrocefin hydrolysis, epi-absorbance fluorescence | inhibition, % at 5.6 µM | 290,000 tested, 0.45% active | AID 1556;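 active means inhibition above the mean plus 3 SD of all compounds in the same screening run, cut at about 4.5% in these data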;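 further: 0% = IMP-1 with DMSO and 100% = DMSO wells lacking enzyme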
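System: Purified IMP-1 | Read-out basis: Percent enzyme inhibition | Controls: IMP-1 with DMSO as 0%, enzyme-free DMSO as 100% | Replicates: One well per compound | Doses: 5.6 µM nominal single concentration | Detection: Epi-absorbance fluorescence, 480 nm excitation, 530 nm emission | Incubation: 25 °C, 15 min preincubation, 25 min reaction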
NS3 helicase inh = inhibitors of Hepatitis C virus NS3 helicase | NS3 helicase DNA unwinding, Cy5 molecular beacon fluorescence | inhibition, % at 10.9 µM | 290,000 tested, 0.56% active | AID 1800;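 active means inhibition above the mean of all tested compounds plus 3 SD, set per campaign, cut at about 35% in these data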;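 further: 0% = DMSO wells and 100% = thioflavine S control wells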
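test system = hepatitis C virus NS3 helicase domain fragment enzyme | reagent = annealed dual-labelled DNA beacon duplex, ATP-started | times = 1 h at 25 °C | detection = Cy5 fluorescence, 0 and 60 min reads | read-out basis = percent inhibition from t60/t0 fluorescence ratio | control set = DMSO and thioflavine S | replication = one well per compound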
UBC9 SUMO inh = blocks human SUMOylation mediated by UBC9; P63279; HTRF SUMOylation assay, SAE1/SAE2 + UBC9, in vitro; inhibition, % at 35 µM; 290,000 tested, 0.36% active; in the data active means inhibition above about 50%, passing the limit was not always enough; further: strong numbers were not always called active
Target sequence (P63279 whole entry, looked up): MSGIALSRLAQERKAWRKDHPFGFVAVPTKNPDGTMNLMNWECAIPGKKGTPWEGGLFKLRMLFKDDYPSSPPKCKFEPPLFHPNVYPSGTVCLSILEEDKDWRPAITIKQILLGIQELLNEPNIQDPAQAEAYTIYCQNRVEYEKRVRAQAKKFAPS
VIM-2 inh = blocks Pseudomonas aeruginosa VIM-2 metallo-beta-lactamase | AID 1527 | 290,000 tested, 0.89% active | purified VIM-2, nitrocefin hydrolysis, epi-absorbance fluorescence | inhibition, % at 5.6 µM;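 active means inhibition above the mean of all tested compounds plus 3 SD, cutoff set per screening run, cut at about 7.5% in these data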;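 further: red hydrolysis product quenches plate fluorescence so inhibitors raise well fluorescence; 0% = enzyme with DMSO and 100% = DMSO without enzyme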
NALP1 yeast inh = inhibitors of NALP1 inflammasome in yeast. S. cerevisiae NALP1/ASC/caspase-1 growth, X-gal OD620, 72 h. inhibition, % at 10 µM. 280,000 tested, 0.61% active; in the data active means inhibition mostly above about 24%, no sharp cut-off; inactive means mostly below about 32%; further: some compounds called inactive have numbers as strong as hits
MEKK2 mut-MEK5 = signal of MEK5 binding to mutant human MEKK2 PB1 domain. bead flow cytometry, Alexa488-MEK5 binding to MEKK2 mutant. 290,000 tested, 0.35% active. percent response, % at 10 µM; in the data active means percent response above about 24%, passing the limit was not always enough; further: inactives centre near 1; some results filed as inactive read as strong as hits
M18AAP inhibitor = blocks P. falciparum M18 aspartyl aminopeptidase; AID 1822; inhibition, % at 7.35 µM; 290,000 tested, 1.2% active; recombinant PfM18AAP, H-Glu-NHMec fluorogenic cleavage;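 active means inhibition above the campaign mean inhibition over all tested compounds plus 3 SD, cut at about 28% in these data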;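 further: 0% = plate median of test compound wells and 100% = 2 mM ZnCl2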
MEKK2 WT-MEK5 = raises or lowers MEK5 binding to wildtype human MEKK2 PB1 domain; Q9Y2U5; bead flow cytometry, Alexa488-MEK5 binding to MEKK2 WT; actives lie on both sides; binding response (% of control), % at 10 µM; 290,000 tested, 1.1% active; in the data active means binding response below about 67% or above about 130%
* hit, by the source's call; . = not tested or not shown. Random draw from the library; overall some 4.7% were active at least once.

Every second line gives: DNA FID counter | IMP-1 inh | NS3 helicase inh | UBC9 SUMO inh | VIM-2 inh | NALP1 yeast inh | MEKK2 mut-MEK5 | M18AAP inhibitor | MEKK2 WT-MEK5
- O=C(NC1CCCCCCC1)C1CCN(c2nc3ccccc3o2)CC1
 : -33 | -0.7 | 4 | 14 | -0.8 | 26 | 0 | -4 | 96
- Cc1ccc(C)c(/C=N/Nc2ccccn2)c1
 : -9 | -1.9 | -1 | 2 | -0.8 | 3 | -3 | 0 | 100
- CCc1nc(OCc2ccco2)c2sc3nc4c(cc3c2n1)COC(C)(C)C4
 : -27 | -3.0 | 48* | 16 | -0.4 | -2 | 2 | -16 | 100
- CC(C)n1c(SC2CCOC2=O)nc2ccccc21 (centres undefined)
 : -8 | -3.8 | -4 | 15 | -4.7 | 8 | . | 5 | .
- CNC(=S)N/N=C/c1ccco1
 : -4 | -3.5 | -3 | -4 | -4.5 | -21 | 7 | 9 | 107
- Cc1cc(S(=O)(=O)NCCc2ccccc2)ccc1-n1cnnn1
 : -19 | -3.5 | 0 | -8 | -6.5 | 15 | 5 | -1 | 104
- O=C(NNC(=O)c1cccs1)c1ccncc1
 : -3 | -3.0 | 1 | 15 | 0.8 | -21 | 1 | 0 | 100
- Cc1cccn2c(=O)c(/C=C(\C#N)S(=O)(=O)c3ccccc3)c(N3CCN(C)CC3)nc12
 : 13 | -4.1 | 9 | 31 | 3.0 | 5 | -8 | 2 | 95
- COC(=O)CSc1nnc(-c2ccc(S(=O)(=O)NCc3cccs3)cc2)o1
 : -14 | -4.8 | 2 | 15 | -3.5 | 9 | -2 | -5 | 89
- CCSC1=NCCN1S(=O)(=O)c1ccc(NC(C)=O)cc1
 : -2 | -1.2 | 2 | 11 | -1.8 | 15 | -8 | -2 | 92
- Cc1ccc(Cn2c(-c3nonc3N)nc3ccccc32)cc1
 : -5 | -1.4 | -2 | -14 | -1.3 | -9 | 6 | -4 | 103
- Cc1ccc(S(=O)(=O)N2CCCSCC2)cc1
 : -3 | -4.4 | -3 | -2 | -3.4 | 16 | 11 | 1 | 110
- CC(OCC(O)CN(C)Cc1nc2ccccc2c(=O)[nH]1)c1ccc(Cl)cc1 (centres undefined)
 : -22 | -2.6 | -20 | -2 | -3.3 | 16 | -16 | 6 | 58
- CCOC(=O)C1=C(c2ccccc2)NC(SCC(N)=O)=C(C#N)C1c1cccnc1 (centres undefined)
 : -8 | -4.2 | 1 | 16 | -1.5 | 14 | 11 | -6 | 108
- Nc1ccc(C(=O)Nc2ccc3nc(-c4cccnc4)[nH]c3c2)cc1
 : 1 | -1.8 | -7 | 9 | -2.0 | 9 | . | 8 | .
- Cn1c(=O)c2cc(S(=O)(=O)NCCC(=O)Nc3ccc(Cl)cc3)ccc2n(C)c1=O
 : -7 | -1.0 | 2 | 8 | -1.2 | 0 | 3 | 0 | 103
- O=C1c2cccc3cccc(c23)C(=O)N1CCCc1n[nH]c(=S)n1-c1ccccc1
 : -5 | -2.2 | -3 | 6 | -1.6 | -14 | 4 | -2 | 105
- CCn1c(SCC(=O)Nc2cc(C)on2)nnc1-c1ccncc1
 : -3 | -3.9 | 0 | 11 | -5.1 | -1 | 4 | -1 | 102
- O=C(CN(C(=O)CCC(=O)Nc1ccccn1)c1ccc2c(c1)OCO2)NCc1ccco1
 : -13 | -3.1 | 4 | 3 | -1.9 | 5 | 3 | 2 | 104
- COC(=O)c1ccc(N2C(=O)C3CC(C)=C(C)CC3C2=O)cc1 (centres undefined)
 : -15 | -4.1 | -4 | 8 | -2.5 | -13 | 5 | 2 | 100
- COc1ccc(C)cc1NC(=O)C1CCCCC1C(=O)O (centres undefined)
 : 2 | -3.2 | 3 | -4 | -2.5 | -1 | 2 | 2 | 98
- CC(C)(C)c1ccc(C(=O)Nn2c(CCC(=O)O)ccc2-c2cccs2)cc1
 : -22 | 0.5 | 28 | 11 | -0.8 | 26 | 2 | 6 | 101
- COc1ccc(C2CC(c3ccc4ccccc4c3)=NN2C(=O)CN2CCC(C(N)=O)CC2)cc1 (centres undefined)
 : 15 | 0.0 | -50 | -3 | 1.4 | -7 | 11 | -8 | 131
- CC(C)[C@H](NC(=O)c1ccccc1)C(=O)OCC(=O)N1CCN(C(=O)c2ccco2)CC1
 : -4 | -1.3 | 3 | 12 | 0.4 | 10 | -1 | 0 | 101
- N/C(=N\OC(=O)c1cccc(Cn2cc(C(F)(F)F)ccc2=O)c1)c1ccc(Cl)cc1
 : -5 | -2.7 | 6 | -23 | -2.9 | -7 | 0 | 4 | 104
- CCOc1ccc(NC2=CC(=O)CCC2)cc1
 : -9 | 1.2 | 14 | -8 | 1.6 | 30 | -4 | 6 | 98
- CCN(CC)S(=O)(=O)c1cccc(NC(=O)c2cncc(Br)c2)c1
 : -10 | -5.7 | -7 | 6 | -1.6 | 6 | -1 | 4 | 94
- COc1cccc(NC(=O)C2CCN(S(=O)(=O)c3ccccc3)CC2)c1
 : -24 | 1.5 | -4 | 2 | -0.2 | 22 | -6 | -9 | 98
- CC12CCC(C(=O)N3CCC(Cc4ccccc4)CC3)(C(=O)C1=O)C2(C)C (centres undefined)
 : -8 | -0.1 | 7 | 3 | 2.0 | 11 | -19 | -3 | 74
- O=C(NCC1CCCO1)c1cncc(Br)c1 (centres undefined)
 : 0 | -3.0 | -5 | 10 | 0.2 | -16 | -8 | 6 | 91

(more compounds)
Every second line gives: DNA FID counter | IMP-1 inh | NS3 helicase inh | UBC9 SUMO inh | VIM-2 inh | NALP1 yeast inh | MEKK2 mut-MEK5 | M18AAP inhibitor | MEKK2 WT-MEK5
- O=C(NCCN1CCOCC1)/C(=C/c1ccc(Cl)cc1)NC(=O)c1ccccc1
 : 2 | -3.1 | 0 | 10 | -2.7 | 5 | 0 | 2 | 104
- CCC(Sc1nc(N)c(NC(=O)c2ccc(Br)o2)c(=O)[nH]1)C(=O)O (centres undefined)
 : 4 | -1.1 | 1 | 23 | -2.2 | 7 | 8 | -18 | 108
- CN(CCO)c1cc(N2CCC3(CC2)OCCO3)c2nonc2c1[N+](=O)[O-]
 : -1 | -4.1 | 3 | -6 | -4.2 | 30 | -1 | 5 | 105
- CCOc1ccc(NC(=O)C2CCCN2C(=O)Oc2ccccc2)cc1 (centres undefined)
 : -2 | -2.0 | 2 | 12 | -3.0 | -6 | 1 | 5 | 103
- O=C(NCc1ccccc1)C1(c2ccccc2)CCN(S(=O)(=O)c2ccccc2)CC1
 : -10 | -0.7 | -4 | -2 | -2.3 | 8 | 1 | 0 | 97
- CC1(c2ccc(OCC(N)=O)cc2)NC(=O)NC1=O (centres undefined)
 : -4 | 0.0 | 13 | 19 | 0.0 | 19 | -6 | 13 | 100
- COc1cc(/C=C(/C#N)C(=O)Nc2ccccc2)c(Br)cc1OCc1ccc(C(=O)O)cc1
 : -26 | -1.6 | 19 | 11 | -0.8 | . | 18 | 3 | 114
- CC(C)Oc1ccc(C2CC(=O)N(c3ccc(C(=O)O)cc3)C2=O)cc1 (centres undefined)
 : -17 | -1.5 | -1 | 18 | -4.1 | 2 | -1 | -7 | 96
- Cc1nc(C/C(=N\N)c2ccc(O)cc2O)cs1
 : -4 | -2.8 | 1 | 26 | -2.7 | -29 | -8 | 14 | 87
- Cc1nc2ccccc2nc(=O)c1NNc1ccc([N+](=O)[O-])cc1
 : 3 | -0.2 | 32 | 21 | 1.1 | 10 | -10 | 1 | 92
- NC(=O)CN1CCN(S(=O)(=O)c2ccc(Br)cc2)CC1
 : 1 | -1.5 | 5 | 1 | -3.0 | -15 | 0 | -3 | 100
- COc1ccc(OCC(=O)Nc2ccccc2C(=O)NC(C)C)cc1
 : -9 | -4.1 | -6 | 10 | -2.2 | -9 | -1 | -2 | 105
- N#Cc1c(-c2ccccc2)cc(-c2ccc(O)cc2)nc1N
 : -11 | -2.2 | -19 | -4 | 2.2 | 4 | -1 | 8 | 101
- COc1cccc2sc3ccc(C#CC4(N)CCCCC4)cc3c(=O)c12
 : 6 | -1.9 | -106 | 9 | 9.0* | 19 | 14 | 10 | 136*

Molecules shown so far with a halogen (9):
Every second line gives: DNA FID counter | IMP-1 inh | NS3 helicase inh | UBC9 SUMO inh | VIM-2 inh | NALP1 yeast inh | MEKK2 mut-MEK5 | M18AAP inhibitor | MEKK2 WT-MEK5
- CC(OCC(O)CN(C)Cc1nc2ccccc2c(=O)[nH]1)c1ccc(Cl)cc1 (centres undefined)
 : -22 | -2.6 | -20 | -2 | -3.3 | 16 | -16 | 6 | 58
- Cn1c(=O)c2cc(S(=O)(=O)NCCC(=O)Nc3ccc(Cl)cc3)ccc2n(C)c1=O
 : -7 | -1.0 | 2 | 8 | -1.2 | 0 | 3 | 0 | 103
- N/C(=N\OC(=O)c1cccc(Cn2cc(C(F)(F)F)ccc2=O)c1)c1ccc(Cl)cc1
 : -5 | -2.7 | 6 | -23 | -2.9 | -7 | 0 | 4 | 104
- CCN(CC)S(=O)(=O)c1cccc(NC(=O)c2cncc(Br)c2)c1
 : -10 | -5.7 | -7 | 6 | -1.6 | 6 | -1 | 4 | 94
- O=C(NCC1CCCO1)c1cncc(Br)c1 (centres undefined)
 : 0 | -3.0 | -5 | 10 | 0.2 | -16 | -8 | 6 | 91
- O=C(NCCN1CCOCC1)/C(=C/c1ccc(Cl)cc1)NC(=O)c1ccccc1
 : 2 | -3.1 | 0 | 10 | -2.7 | 5 | 0 | 2 | 104
- CCC(Sc1nc(N)c(NC(=O)c2ccc(Br)o2)c(=O)[nH]1)C(=O)O (centres undefined)
 : 4 | -1.1 | 1 | 23 | -2.2 | 7 | 8 | -18 | 108
- COc1cc(/C=C(/C#N)C(=O)Nc2ccccc2)c(Br)cc1OCc1ccc(C(=O)O)cc1
 : -26 | -1.6 | 19 | 11 | -0.8 | . | 18 | 3 | 114
- NC(=O)CN1CCN(S(=O)(=O)c2ccc(Br)cc2)CC1
 : 1 | -1.5 | 5 | 1 | -3.0 | -15 | 0 | -3 | 100
